Source: PubChem BioAssay
PGE2 EP2 inh: EP2 receptor (human) inhibition; inhibition, % at 25 µM; P43116; C6 glioma cells expressing human EP2, cAMP TR-FRET; cells stimulated with saturating PGE2; hit rate 0.52% among 260,000;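 active means percent inhibition above 40 after rounding to a whole number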;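 further: rat C6 glioma host cells with rolipram phosphodiesterase inhibitor present; the protocol text gives 20 µM as final concentration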
Target sequence (P43116 whole entry, looked up): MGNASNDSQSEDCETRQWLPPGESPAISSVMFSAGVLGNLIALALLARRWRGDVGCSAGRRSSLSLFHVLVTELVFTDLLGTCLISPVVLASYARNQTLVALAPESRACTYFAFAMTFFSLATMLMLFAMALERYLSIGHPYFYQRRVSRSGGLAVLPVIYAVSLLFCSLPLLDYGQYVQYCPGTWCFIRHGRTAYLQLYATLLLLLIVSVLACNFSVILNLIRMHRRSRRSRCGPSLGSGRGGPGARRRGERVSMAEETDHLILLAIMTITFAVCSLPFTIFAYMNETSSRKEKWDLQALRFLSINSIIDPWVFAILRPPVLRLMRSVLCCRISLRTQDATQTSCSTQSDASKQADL
EP2 mod: modulates human prostaglandin E2 receptor EP2 signaling. AID 940. P43116. EP2-expressing cells, cAMP HTRF FRET, PGE2 co-stimulation. induction, % at 25 µM. hit rate 0.83% among 260,000;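 active means compounds whose cAMP rise, as percent of the full-agonist control response, exceeds 60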;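 further: rat C6 glioma line stably carrying human EP2 under a CMV promoter; the protocol text gives 20 µM as final concentration; 100% = response of wells given 1 µM PGE2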
* hit, by the source's call; & = joins results of further samples. These rows are one share of the data; rates above refer to the full screens.

SMILES | PGE2 EP2 inh | EP2 mod
CCN1CCCC1CN(Cc1cc2cc(OC)c(OC)cc2[nH]c1=O)C(=O)Nc1ccccc1Cl (stereo unspecified) | 10.6 | -41.6
Cc1cccc(Cn2c(NCCCn3ccnc3)nc3c2c(=O)[nH]c(=O)n3C)c1 | 14.6 | -6.3
Oc1cccc(Nc2nc(N3CCOCC3)nc(N3CCOCC3)n2)c1 | 10.1 | -34.1
CCOC(=O)c1c(NC(=O)Cn2c(=O)sc3ccccc32)sc(C)c1C | 10.4 | -65.0
CC(C)c1ccc(/C=C2/C=C(c3ccc4ccccc4c3)OC2=O)cc1 | 12.2 | 21.2
CC(C)C(NS(=O)(=O)c1ccc2c3c(cccc13)C(=O)N2C)C(=O)O (stereo unspecified) | 9.7 | 8.0
C/C(=N\Nc1ccc2ccccc2n1)c1ccccc1O | 17.3 | -19.9
CN(C)c1ccc(NC(=O)CSc2nc(-c3cccs3)cc(C(F)(F)F)n2)cc1 | 11.3 | -93.2
CCC(c1nnnn1C1CCCCC1)N(Cc1ccco1)Cc1cc2c(C)ccc(C)c2[nH]c1=O (stereo unspecified) | 12.7 | 76.5*
O=C1c2ccccc2-c2ccc(NC(=O)[C@H]3CCCC[C@@H]3C(=O)O)cc21 | 17.1 | -12.0
CC1Cc2ccccc2N1S(=O)(=O)c1ccc(S(=O)(=O)NC2CCCC2)cc1 (stereo unspecified) | 10.9 | -37.2
CCc1cc2c(C)ccc(C)c2nc1SCC(=O)OC | 15.8 | 86.7*
CNC(=S)N(CCCN1CCOCC1)Cc1cc2ccc(OC)cc2[nH]c1=O | 8.4 | -32.3
NCCNc1ncnc2ccc(Cl)cc12 | 14.0 | -17.3
CC(C)NC(=O)Cn1cc(CN2CCN(CC3CCCO3)CC2)c2ccccc21 (stereo unspecified) | 4.7 | -20.9
CCC(c1nnnn1C(C)(C)C)N(Cc1cc2cccc(C)c2[nH]c1=O)C1CCCCC1 (stereo unspecified) | 8.8 | 23.1
COc1ccccc1CNc1n[nH]c2nc(C)cc(C(F)(F)F)c12 | 5.1 | -15.2
COc1ccc(CNCC2(O)CCOC(C)(C)C2)cc1 (stereo unspecified) | 9.9 | -13.4
O=C1COc2ccc(C(=O)N(CC(=O)NC3CCCC3)Cc3ccc(Cl)cc3)cc2N1 | 4.6 | -5.3
COCCNC(=O)CN(C(=O)CCC(=O)Nc1nccs1)c1ccc(C)cc1C | 9.9 | -22.3
C=CCOC(=O)C1=C(C)OC(N)=C(C#N)C1c1cc2cc(CC)ccc2[nH]c1=O (stereo unspecified) | 14.1 | 21.4
COc1ccc2[nH]c(=O)c(C(c3nnnn3C3CCCC3)N3CCC(Cc4ccccc4)CC3)cc2c1 (stereo unspecified) | 11.3 | 16.0
O=C(Nc1cccc(NC(=O)c2cccc3c(Br)cccc23)c1)c1ccco1 | 10.0 | -44.5
CC(=O)O[C@@H]1CC2C(C)(C)[C@H](O)C=C[C@]2(C)C2CC[C@@]3(C)[C@H](c4ccoc4)OC(=O)C4OC43[C@@]21C (stereo partly specified) | 11.0 | 12.0
O=c1[nH]c2cc3c(cc2cc1CN(Cc1ccco1)S(=O)(=O)c1ccccc1Cl)OCCO3 | 10.2 | -16.8

The closing two entries of the part before come first, to join the parts.
SMILES | PGE2 EP2 inh | EP2 mod
CC(=O)O[C@@H]1CC2C(C)(C)[C@H](O)C=C[C@]2(C)C2CC[C@@]3(C)[C@H](c4ccoc4)OC(=O)C4OC43[C@@]21C (stereo partly specified) | 11.0 | 12.0
O=c1[nH]c2cc3c(cc2cc1CN(Cc1ccco1)S(=O)(=O)c1ccccc1Cl)OCCO3 | 10.2 | -16.8
CC(=O)Nc1ccc(-c2cn3c(C)c(C)nnc3n2)cc1 | 12.0 | -23.1
CCc1cc2cccc(C)c2nc1SCC(=O)N1CCCC1 | 8.3 | 64.5*
Cc1ccccc1C1(O)CCN(C(=O)C(c2cccs2)c2cccs2)CC1 | 10.2 | -38.3
Cc1cc(NC(=O)c2ccccc2)ncc1NC(=O)C(C)C | 7.6 | -2.3
COc1ccc(C(C(=O)NC(C)(C)C)N(Cc2cccs2)C(=O)c2csnn2)cc1 (stereo unspecified) | 9.9 | 12.2
O=C(CSc1nc(-c2ccco2)cc(C(F)(F)F)n1)NCc1ccncc1 | 5.1 | -55.3
O=C(CCc1c[nH]c2ccccc12)OCC(=O)c1ccc(Cl)cc1 | 4.4 | -17.5
Cc1cc(C)c2cc(C(c3nnnn3C3CCCCC3)N3CCCc4ccccc43)c(=O)[nH]c2c1 (stereo unspecified) | 7.9 | 71.4*
Fc1cc(F)c2c(c1)C1C=CCC1C(c1ccccn1)N2 (stereo unspecified) | 13.0 | 32.1
C=CCn1c(-c2ccc(OC)cc2)[n+](CC=C)c2ccccc21 | 11.6 | -60.8
Cc1ccc2cc(C(c3nnnn3Cc3ccc(F)cc3)N3CCC(O)CC3)c(=O)[nH]c2c1 (stereo unspecified) | 9.9 | -17.8
CCn1c(C(C)NC(=O)c2ccccc2Cl)n[nH]c1=S (stereo unspecified) | 8.2 | -21.1
Cc1cccc(C(=O)Nc2ccc(N3CCN(C(=O)C(C)C)CC3)c(Cl)c2)c1 | 12.3 | -31.4
COc1ccc2c(c1)N(C)/C(=c1/s/c(=C3\C(=O)N(c4ccccc4)N=C3C)n(C)c1=O)S2 | 20.0 | -5.9
Cc1ccccc1C1(O)CCN(C(=O)c2cc(-c3cnn(C)c3)n[nH]2)CC1 | 2.6 | -25.7
Cc1cccc(NC(=O)COC(=O)c2ccccn2)c1C | 8.8 | 18.4
Cc1ccc(-c2cc(N)c(=O)n(CC(=O)NC(C)C)n2)s1 | -0.1 | -57.8
CC(=O)O[C@@H]1CC2C(C)(C)C=CC(=O)[C@]2(C)C2CC[C@@]3(C)[C@H](c4ccoc4)OC(=O)C4OC43[C@@]21C (stereo partly specified) | 13.1 | -16.8
Clc1ccc(C2=CC(c3cccs3)n3ncnc3N2)cc1 (stereo unspecified) | 7.8 | -90.5
CCC(c1nnnn1C1CCCCC1)N(Cc1cc2cc(OC)ccc2[nH]c1=O)C1CCCCC1 (stereo unspecified) | 10.7 | 42.1
COc1ccc(CNC(=O)C2CCN(c3nc4ccccc4n3C)CC2)cc1 | 8.7 | -46.7
CCC(=O)N1CCCc2cc(C(O)CN3CCN(c4cccc(OC)c4)CC3)ccc21 (stereo unspecified) | 6.0 | -16.5
CCOc1ccc(NC(=O)CN(c2ccc3c(c2)OCO3)S(C)(=O)=O)cc1 | 8.5 | -18.3
O=C(c1ccccc1Cl)N(Cc1nc2ccccc2c(=O)[nH]1)C1CCCCC1 | 10.5 | 25.1
Cc1ccc2[nH]c(=O)c(CN(Cc3ccccc3)C(c3nnnn3Cc3ccco3)C(C)C)cc2c1 (stereo unspecified) | 13.7 | 20.0
More results follow:
SMILES | PGE2 EP2 inh | EP2 mod
O=C(CSc1nnc(-c2ccco2)o1)Nc1cccc(F)c1 | 6.2 | -42.7
CCOc1ccc(/C=C/C(=O)c2ccc3c(c2)OCCO3)cc1 | 19.4 | -40.2
CC(=O)O[C@H]1CC[C@@]2(C)C(=CC[C@@H]3[C@H]4CC[C@@H]([C@H](C)C(=O)O)[C@]4(C)CC[C@H]32)C1 | 37.9 | 27.8
COc1ccc(C2=NN(C(C)=O)C(c3ccc(OC)c(OC)c3)C2)c(OC(C)=O)c1 (stereo unspecified) | 8.2 | -1.6
CCOc1ccc(-n2c(SCC(=O)Nc3ccccc3Cl)nnc2-c2ccco2)cc1 | 11.5 | 33.3
Cc1cccc(NC(=O)c2ccccc2)n1 | 7.5 | 14.1
COc1cc(-c2coc3cc(OC)c(OC)c(OC)c3c2=O)cc(OC)c1OC | 15.3 | 12.6
O=C(c1ccccc1F)N1CCCCCC1 | 10.6 | -4.3
NC(CSS(=O)(=O)O)=N[C@H]1C[C@H]2CC[C@@H]1C2 | 8.0 | 23.9
Cc1ccc2cc(C(c3nnnn3C(C)(C)C)N3CCCCC3)c(=O)[nH]c2c1C (stereo unspecified) | 13.8 | 29.2
CCOC(=O)c1ccc(NC(=O)CSc2nc3cc4c(cc3cc2C)OCO4)cc1 | 7.4 | -0.6
CCN(CC)CCN(Cc1cc2cc3c(cc2[nH]c1=O)OCCO3)C(=O)Nc1ccccc1F | 13.7 | -43.2
CN1CCN(S(=O)(=O)c2ccc(C(=O)NC3(c4cccc(F)c4)CCCC3)cc2)CC1 | 7.2 | -31.9
COc1ccccc1CC(C)NC(=O)c1cc(-c2ccccn2)n[nH]1 (stereo unspecified) | 6.5 | -91.2
CCc1nn(CC(N)=O)c(=O)c2cc3ccsc3n12 | 11.7 | -7.0
CCOC(=O)c1sc(NC(=O)CSc2ncnc3sc(C)c(C)c23)nc1C | 9.3 | 14.8
Cc1cc2cccc(C)c2nc1SCC(=O)N1CCOCC1 | 10.3 | -37.5
CN(C)Cc1cc(O)c(O)c(CN(C)C)c1 | 8.2 | 19.1
Cc1cc(C)c2[nH]c(=O)c(CN(CCO)C(=S)NCC3CCCO3)cc2c1 (stereo unspecified) | 10.4 | -21.2
Cc1csc(NC(=O)CSc2ncnc3sc4c(c23)CCCC4)n1 | 9.8 | -6.0
CC(C)CC(NC(=O)CN)C(=O)NC(Cc1ccccc1)C(=O)O (stereo unspecified) | 10.3 | 5.1
O=C(Nc1cccc(O)c1)C1CC(c2ccc(Cl)c(Cl)c2)=NO1 (stereo unspecified) | 16.2 | -104.6
O=C(Cc1ccccc1F)NCCn1nc(-c2ccco2)ccc1=O | 6.9 | 1.3
OCc1nnc2n1CCN(Cc1cccc(OC3CCCC3)c1)C2 | 7.5 | -13.0
COc1ccc(NC(=O)c2sc3nc4cc(C)ccc4cc3c2N)cc1OC | 8.1 | -21.0

Single records, as listed above:
`Cc1cc2cccc(C)c2nc1SCC(=O)N1CCOCC1` across the screens: PGE2 EP2 inh: 10.3; EP2 mod: -37.5
`Cc1cccc(NC(=O)c2ccccc2)n1` across the screens: PGE2 EP2 inh: 7.5; EP2 mod: 14.1

New compounds follow.
SMILES | PGE2 EP2 inh | EP2 mod
COc1ccc(C2(NC(=O)c3cccc4nccnc34)CCCC2)cc1 | 6.0 | -33.8
COC(=O)[C@@H]1OC(=O)[C@H]2O[C@@]23[C@@]1(C)CCC1[C@@]2(C)CCC(=O)C(C)(C)C2C[C@@H](OC(C)=O)[C@]13C (stereo partly specified) | 12.9 | -12.0
CCCCCCNC(=O)n1cc(F)c(=O)[nH]c1=O | 15.8&15.6 | -9.1
COC(=O)c1cc(=O)[nH]c(=O)[nH]1 | 7.1 | 34.8
O=C(O)COc1ccc(C2C3=C(CCCC3=O)NC3=C2C(=O)CCC3)cc1 | 11.0 | 3.0
COc1cccc(/C(O)=C2/C(=O)C(=O)N(CCN(C)C)C2c2ccncc2)c1 (stereo unspecified) | 7.2 | 11.1
Cc1ccc2cc(CN(Cc3nnnn3CC3CCCO3)C3CCCC3)c(=O)[nH]c2c1 (stereo unspecified) | 8.0 | 0.2
CC[C@H](c1ccccc1)c1cc(C(C)(C)C)cc(C(C)(C)C)c1O | 8.2 | 12.3
O=C1NC2(CCN(C(=O)c3cc(-c4cccs4)on3)CC2)Nc2ccccc21 | 6.7 | -5.3
CCOc1ccc(NC(=O)CSc2nnc(CN3CCOCC3)n2C)cc1 | 8.1 | 2.7
Cn1c(N2CCC(C(=O)NCCCc3ccccc3)CC2)nc2ccccc21 | 9.9 | -64.7
Cc1ccc(CNc2nc3ccccc3n2CCN2CCOCC2)cc1 | 14.6 | 7.5
CCc1nn(CC(=O)NC(C)C)c(=O)c2cc3occc3n12 | 3.3 | -38.8
CCC(c1nnnn1Cc1ccccc1)N(Cc1cc2cc(C)c(C)cc2[nH]c1=O)C1CCCCC1 (stereo unspecified) | 11.9 | 34.5
O=C(O)C(=O)N1CCCC1 | 24.4 | -10.6
CCn1c(=O)c2c(nc(SCc3ccc(C)cc3)n2C)n(C)c1=O | 10.8 | -5.1
COc1ccc(-n2nnnc2SCC(=O)Nc2cccc(F)c2)c(OC)c1 | 4.7 | -79.7
CCOc1ccc2nc(Nc3nccc(C)n3)nc(C)c2c1 | 11.5 | 0.1
CC1(C)Oc2ccc(C(=O)N3CCCC3)cc2N(CC(=O)N2CCCC2)C1=O | 9.4 | -41.7
COC(=O)c1c(NC(=O)c2ccc(Cl)cc2)sc(C(=O)Nc2cccc(OC)c2)c1C | 8.5 | 1.4
Nc1cccc(C(=O)Nc2ccc3nc(-c4ccccn4)[nH]c3c2)c1 | 16.1 | -65.8
CCOc1ccc(NC(=O)CSc2ncnc3sc(C)c(C)c23)cc1 | 7.2 | 1.8
COc1ccc(C(=O)N2CCC3(CC2)NC(=O)c2ccccc2N3)cc1OC | 6.5 | -14.6
CC1C(N2CCOCC2)[N+]([O-])=C2CCc3c(no[n+]3[O-])C21O (stereo unspecified) | 13.4 | -11.0
CS(=O)(=O)N1CCN(S(C)(=O)=O)CC1 | 5.0 | -21.0
The listing continues:
SMILES | PGE2 EP2 inh | EP2 mod
CC(C)(O)C#Cc1ccc(C2NCCS2)cc1 (stereo unspecified) | 12.3 | -8.8
Cc1ccc(C)c(N2C(=O)c3cccc4c(N(C)C)ccc(c34)C2=O)c1 | 8.9 | 32.4
COc1ccc(NC(=O)COc2ccc(S(=O)(=O)N3CCCC3)cc2)cc1 | 3.3 | -27.7
Cc1nc2nc(C)c([N+](=O)[O-])c(=O)n2[nH]1 | 12.0 | 18.7
Cc1cc2ccccc2n2c(=O)n(CC(=O)N(C)C3CCCCC3)nc12 | 8.1 | -22.0
Cn1c(C(=O)OC(C(=O)NC2CCCC2)c2ccc(F)cc2)cc2sccc21 (stereo unspecified) | 7.4 | 18.6
Cc1c(C(N)=O)sc2ncn(Cc3ccc(Cl)cc3)c(=O)c12 | 7.0 | -83.8
CCc1ccc2[nH]c(=O)c(CN(CCO)S(=O)(=O)c3c(C)ccc4nsnc34)cc2c1 | 7.5 | -3.5

A run of entries from the list above:
SMILES | PGE2 EP2 inh | EP2 mod
Cc1nc2nc(C)c([N+](=O)[O-])c(=O)n2[nH]1 | 12.0 | 18.7
Cc1cc2ccccc2n2c(=O)n(CC(=O)N(C)C3CCCCC3)nc12 | 8.1 | -22.0
